AmpC det inh: AmpC beta-lactamase inhibition, detergent assay. P00811. purified AmpC, nitrocefin hydrolysis with detergent. Potency, µM (highest dose often 28.7 µM), without a hit: at the top dose activity change, negative = inhibition. actives 0.09% (n = 71,000). AID 584; active = well fitted curve in the direction sought with a large enough effect
Target sequence (P00811 whole entry, looked up): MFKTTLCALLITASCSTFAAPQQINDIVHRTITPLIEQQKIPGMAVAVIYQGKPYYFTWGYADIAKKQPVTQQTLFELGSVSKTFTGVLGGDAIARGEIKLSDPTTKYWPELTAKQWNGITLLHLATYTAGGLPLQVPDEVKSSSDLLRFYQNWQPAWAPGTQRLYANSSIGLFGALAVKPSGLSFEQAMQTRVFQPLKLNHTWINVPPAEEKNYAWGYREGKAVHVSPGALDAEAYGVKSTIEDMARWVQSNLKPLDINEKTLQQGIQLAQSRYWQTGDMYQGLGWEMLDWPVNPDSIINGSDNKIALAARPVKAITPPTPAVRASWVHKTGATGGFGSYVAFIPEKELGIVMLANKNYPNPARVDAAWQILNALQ
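E. coli AmpC (5.3 nM) in 20 mM phosphate pH 7.0 with 0.01% Triton X-100, preincubated 15 min RT with compound; nitrocefin (2 uL of 800 uM stock) hydrolysis followed by 480 nm absorbance every 20 s over 4 min.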
An asterisk follows results filed as active; [ ] = another dose, or the depositor's remark. % is set by controls: 0 for no effect and ±100 for the full control effect; potency is the fitted concentration of half-maximal effect.

molecule	AmpC det inh
O=C1O[C@H](CN2CCOCC2)CN1/N=C\c1ccc([N+](=O)[O-])o1	-0.7%[12.8 µM]
CN1CCN(c2ccc(C(N)=O)cc2N)CC1	-1.8%
Cc1ccc(C)c(N2CCN(S(=O)(=O)c3c(C)noc3/C=C/N(C)C)CC2)c1	-4.7%
COC(=O)/C=c1/sc2n(c1=O)CCN=2	-1.2%
CCCCNC(=O)C(c1ccc(OCC(=O)OC)c(C(=O)OC)c1)N(CCOC)C(=O)CCCCCN1C(=O)NC(c2ccc(-c3ccccc3)cc2)C(C(=O)OCc2ccccc2)=C1C (configuration not stated)	12.4%
NC(=O)C[C@H](NC(=O)Cc1ccc(O)cc1O)C(=O)O	-3.6%
Cc1cc(C)nc(/N=C2\NC(=O)CC(C(=O)O)N2c2ccc(Cl)cc2)n1 (configuration not stated)	10.8%
Cc1cc(C(=O)CSc2n[nH]c(N)n2)c(C)n1-c1cccc(F)c1	-2.8%
CCOC(=O)C1CCN(S(=O)(=O)c2c(C)[nH]c(=O)[nH]c2=O)CC1	-3.7%
O=C(O)C1CCCCC1C(=O)NC1CCCCC1 (configuration not stated)	-3.8%
C[C@H](NC(C)(C)C)C(=O)c1cccc(Cl)c1	-2.9%[12.8 µM]
Cn1c(NC(=O)c2ccc(F)c(F)c2)cc(=O)n(C)c1=O	18.4%
Cc1cccc2cc(CN(CC3CCCO3)S(=O)(=O)c3ccccc3)c3nnnn3c12 (configuration not stated)	0.6%
COc1cccc(C2C(C(=O)c3sc(C)nc3C)=C(O)C(=O)N2CCN(C)C)c1OC (configuration not stated)	-1.2%
CCOC(=O)Cn1nc(-c2ccccc2)ccc1=O	-1.1%
COc1ccc(S(=O)(=O)N2CCC(C(=O)Nc3cccc(C(C)=O)c3)CC2)cc1C	-6.7%
CCc1ccc2[nH]c(=O)c(C(c3nnnn3Cc3ccccc3)N3CCOCC3)cc2c1 (configuration not stated)	8.9%
CCn1ncc2c(OCc3ccc(C#N)cc3)cc(C)nc21	-2.5%
CCn1nnnc1SCC(=O)N1c2ccccc2CCc2ccccc21	1.4%
CCOC(=O)Cn1c(CN2CCOCC2)nc2c1c(=O)[nH]c(=O)n2C	12.4%
O=C1CC(N2CCN(c3ccccc3Cl)CC2)C(=O)N1c1ccc(F)cc1 (configuration not stated)	-5.9%
CCn1c(=O)c2c(nc(SCC(=O)NCC3CCCO3)n2C)n(C)c1=O (configuration not stated)	9.1%
CCOc1ccc(C(=O)Nc2c3c(nn2-c2ccc(C)cc2)CS(=O)C3)cc1OCC (configuration not stated)	5.8%
Cc1nc(C)c2c(c1C(F)(F)F)-c1ccccc1C2(F)F	-4.3%
Cc1nc2ccc(S(=O)(=O)NCC(=O)O)cc2s1	10.5%
O=C(CSCC(=O)NC1CC1)Nc1ccccc1	-1.1%
O=C(NCCc1ccncc1)c1ccccc1F	-3.3%
Cc1ccc(C(=O)CSc2nnc(COc3cccc4cccnc34)o2)cc1	7.3%
CCOC(=O)CN1CC23C=CC(O2)C(C(=O)Nc2ccc(F)cc2)C3C1=O (configuration not stated)	0.8%
COc1ccccc1CNC(=O)c1cc2c(s1)CS(=O)(=O)C2	-3.4%
COC(=O)c1ccc(C(c2c(N)n(CC(C)C)c(=O)[nH]c2=O)N2CCN(c3ccccc3)CC2)cc1 (configuration not stated)	9.7%
O=C(NCCCN1CCc2ccccc2C1)C1CCN(S(=O)(=O)N2CCCC2)CC1	2.9%
COCCOC(=O)c1c(C)oc2ccc(NS(=O)(=O)c3ccc(F)cc3)cc12	-2.5%
CCN(CCCNC(=O)CCNC(=O)Cn1cnc2ccccc2c1=O)c1ccccc1	-2.9%
CCCC(CCC)n1[nH]c(=O)c2c(C)cc(C)nc21	-5.6%
Cc1ccc(-n2c(Cc3cccn3C)nnc2SCC(=O)Nc2nnc(C)s2)cc1	-4.1%
CCOC(=O)Nc1ccc2c(c1)N(C(=O)OC)c1ccccc1CC2	-8.7%
CC1(C)CC(=O)C2=C(C1)Oc1ncn(CCCO)c(=N)c1C2c1ccccc1 (configuration not stated)	-0.7%
CCOC(=O)C1=C(C)N=C2SCCC(=O)N2C1c1ccc(C(=O)OC)cc1 (configuration not stated)	12.4%
CCS(=O)(=O)N1CCC(C(=O)NCCCN2CCN(c3ccccc3F)CC2)CC1	2.8%
Cc1ccc2nc(-c3ccccc3)cc(C(=O)O)c2c1	-2.8%
O=C(CSc1n[nH]c(-c2ccco2)n1)Nc1sc2c(c1C(=O)Nc1ccccc1)CCCC2	-7.9%
CCC(C)N(C(=O)Cn1nnc2ccccc21)C(C(=O)NCc1ccco1)c1cccc(OC)c1 (configuration not stated)	6.6%
CCCN1CC=C2C(C#N)=C(N)C(C#N)(C#N)C(c3cc(OC)ccc3OC)C2C1 (configuration not stated)	10.3%
Nc1sc2c(c1C(=O)NC1CCS(=O)(=O)C1)CCCC2 (configuration not stated)	10.8%
O=c1cc(Nc2ccc3c(c2)OCCO3)[nH]c(=O)n1-c1ccc(Cl)cc1	8.2%
CC(C)N(Cc1nc(-c2ccccc2)no1)S(=O)(=O)c1ccccc1	2.8%
O=C(CN1CCOCC1)Nc1cc(Cl)ccc1Cl	7.6%
Cc1cccc(-n2c(CNC(=O)c3ccc(S(=O)(=O)N4CCCC4)cc3)n[nH]c2=S)c1	-2.2%
CCCSc1nc2c(cnn2-c2ccc(F)cc2)c(=O)[nH]1	12.6%
Cc1cc(C)nc(SCC(=O)N2CCC(C(N)=O)CC2)n1	-3.6%
CCOc1ccccc1N1CC(C(=O)Nc2ccccc2N2CCOCC2)CC1=O (configuration not stated)	-1.8%
Cc1ccc(CN2C(=O)CCC2C(=O)NCCCN2CCOCC2)cc1 (configuration not stated)	-3.9%
Cc1noc(C)c1CSc1nnnn1-c1ccc(Cl)cc1	0.1%
CCn1cc(C(=O)Nn2cnnc2)c(=O)c2ccc(C)nc21	13.1%
Cc1ccc(SCCNC(=O)C(C)C)cc1	-2.2%
COc1cc(C2/C(=C(\O)c3cc(C)ccc3C)C(=O)C(=O)N2CCN(C)C)ccc1O (configuration not stated)	17.0%
COC(=O)c1ccc(CSc2nc3sc4c(c3c(=O)n2C)CCCC4)o1	12.4%
CC(=O)c1cc2c(cc1NC(=O)c1ccc(-n3nc(C)cc3C)cc1)OCO2	0.3%
O=C(Nc1ccc(F)cc1)N(CCCN1CCOCC1)Cc1cc2cc3c(cc2[nH]c1=O)OCO3	0.0%

Next part:
molecule	AmpC det inh
CN(C(=O)c1cnc(N2CCN(c3ncccn3)CC2)c2ccccc12)c1ccc(Cl)cc1	-0.3%
Cc1ccc(C)c(OCCCCCn2ccnc2)c1	1.8%
COc1ccc(S(=O)(=O)N(CC(=O)N2CCN(C)CC2)C2CCCCC2)cc1OC	-0.8%
COc1ccc(OCC(=O)N2CCN(c3nnc(-c4ccccc4)c4ccccc34)CC2)cc1	-2.5%
CCC(Sc1nc(=O)cc(N)n1-c1ccccc1)C(=O)Nc1ccc(Cl)cn1 (configuration not stated)	-1.6%
N#CCSc1nnc(Cc2cccc3ccccc23)n1C1CCCCC1	-2.7%
Cc1cc(C)c2[nH]c(=O)c(CN(CC3CCCO3)C(=O)C3CCCO3)cc2c1 (configuration not stated)	8.1%
O=C(NCCCN1CCN(CCCNC(=O)c2ccc(F)cc2)CC1)c1ccc(F)cc1	10.1%
COc1ccc(-c2nnc3ccc(SCC(=O)NCc4ccco4)nn23)cc1OC	-2.0%
Cc1cc2c3nonc3ccc2n1C	-0.3%
CCOc1cccc2cc(C(=O)Nc3cc(C)on3)c(=O)oc12	3.8%
Cc1ccc(NC(=O)c2ccc(S(=O)(=O)NCC3CCCO3)cc2)cc1 (configuration not stated)	4.1%
O=C(NCc1ccco1)c1cc2sccc2n1Cc1ccccc1	-1.0%
COc1ncc2nc(-c3ccccc3)c(=O)n(C3CC3)c2n1	1.6%
COc1cccc(Nc2cc(C)nc3nc(C)nn23)c1	3.9%
CCOc1ccc(-c2cc(CCCC(=O)NCc3cccnc3)no2)cc1	2.1%
CC(=O)c1c(N2CCN(Cc3ccc4c(c3)OCO4)CC2)nc(=S)n(-c2ccccc2)c1C	-4.9%
NCCCNC(=O)c1cc2ccccc2[nH]1	2.7%
O=C1CCCC(O)=C1C=Nc1ccc2c(c1)oc1ccccc12	-4.0%
CCCCCCN(C(=O)CCCCCN1C(=O)NC(c2ccc(C(F)(F)F)cc2)C(C(=O)OCc2ccccc2)=C1C)C(C(=O)NCCCC)c1ccc(OCC(=O)OC)c(C(=O)OC)c1 (configuration not stated)	14.1%
Cc1ccc(C)c(CN2CCCNC2=O)c1	15.8%
O=C1CCCC2=C1C(c1cccs1)n1ncnc1N2 (configuration not stated)	-5.2%
COc1ccc(NC(=O)CC2C(=O)N(c3cccc(OC)c3)C(=O)N2C2CCCCC2)cc1 (configuration not stated)	-2.7%
O=C(CCN1C(=O)c2ccccc2S1(=O)=O)Nc1nc2c(s1)CCCC2	-3.7%
CCOC(=O)N1CCC(NCCNC(=O)c2ccccc2Cl)CC1	-3.3%
COC(=O)c1ccc(C(NC(=O)OCc2ccccc2)/C(F)=C/[C@@H](C)C(=O)Nc2ccc(OC)cc2)cc1 (some centres not stated)	9.7%
COC(=O)[C@@H](NC(=O)NC1CCN(Cc2ccccc2)CC1)C(C)C	-1.4%
C=CCn1c(SCc2nnc(-c3ccccc3)o2)nnc1C(O)c1ccccc1 (configuration not stated)	-7.4%
FC(F)C(F)(F)C(F)(F)C(F)(F)c1cc(-c2ccccc2)n[nH]1	-3.1%
c1cncc(-c2nnc(SCc3cccc4ccccc34)o2)c1	11.2%

Given field by field: entries from further up.
CCOc1ccc(-c2cc(CCCC(=O)NCc3cccnc3)no2)cc1
  AmpC det inh: 2.1%
CC(=O)c1c(N2CCN(Cc3ccc4c(c3)OCO4)CC2)nc(=S)n(-c2ccccc2)c1C
  AmpC det inh: -4.9%
NCCCNC(=O)c1cc2ccccc2[nH]1
  AmpC det inh: 2.7%
O=C1CCCC(O)=C1C=Nc1ccc2c(c1)oc1ccccc12
  AmpC det inh: -4.0%

Going on with the list:
molecule	AmpC det inh
Cc1nn2c(N3CCOCC3)c3c(nc2c1-c1ccccc1)CCCC3	16.6%
COc1ccc(OC)c(-n2c(CN3CCC(C(N)=O)CC3)nc3ccccc3c2=O)c1	-3.3%
O=C1CC2(CCCC2)CC(=O)N1CCCCNC[C@H]1COc2ccccc2O1	-0.9%
CN1CCN(C(=O)CSc2nc(-c3cccs3)cc(-c3cccs3)c2C#N)CC1	2.2%
Clc1ccc(Cn2cc(Br)cn2)cc1Cl	-9.4%
CCCC(=O)Nc1ccccc1NC(=O)CN(C)S(=O)(=O)c1ccccc1	-13.1%
COc1ccc(CN(CC(=O)NCC2CCCO2)C(=O)CCC(=O)Nc2cc(C)ccn2)cc1 (configuration not stated)	-2.0%
O=c1c(-c2ccc(Br)cc2)coc2c(CN3CCOCC3)c(O)ccc12	-0.1%
CCN1CCCC1CNC(=O)c1ccc(CS(=O)(=O)c2ccccc2C)o1 (configuration not stated)	-6.0%
COCCOC(=O)c1c(C)oc2ccc(OC(=O)c3ccc4c(c3)OCO4)cc12	3.1%
Cc1cccc(-n2c(SCC(=O)Nc3nnc(C)s3)nnc2-c2ccoc2C)c1	-2.6%
CCOC(=O)c1c(NC(=O)CSc2nnc(-c3ccccc3)n2CC)sc(C(C)=O)c1C	-1.6%
O=S(=O)(Nc1ccc2c(c1)nc1n2CCOC1)c1ccccc1	0.9%
O[C@@H](c1ccccc1)C1CCN(CCc2ccccc2)CC1	0.4%
O=C(CSc1nnnn1-c1ccccc1)Nc1nsc(-c2ccccc2)n1	-1.8%
Cc1noc(C)c1-c1ccc2ncnc(N(C)C)c2c1	8.8%
O=S(=O)(/C=C/c1ccccc1)N1CCN(c2ccccc2)CC1	8.0%
O=C(Cn1c(=O)oc2cc(S(=O)(=O)N3CCCC3)ccc21)Nc1ccc(C(F)(F)F)cc1	18.5%
O=C(CSc1ncn[nH]1)Nc1ccc(Br)cc1F	-1.2%
CCOC(=O)N1CCN(C(=O)CSc2nc3c(cnn3-c3ccc(Cl)cc3)c(=O)[nH]2)CC1	1.6%
CCC(Sc1nc2sc(C(=O)OC)c(C)c2c(=O)n1N)C(=O)NCC1CCCO1 (configuration not stated)	-3.0%
CCOC(=O)c1csc(NC(=O)c2ccc(S(=O)(=O)N3CCCC3)cc2)n1	-5.0%
Cc1ccc(-n2c3c(cc(C(=O)NCCCN4CCOCC4)c2=O)C(=O)CC(C)(C)C3)cc1	13.1%
Cc1ccc(-n2nnc3c(=O)n(Cc4ccccc4C)cnc32)cc1	11.5%
COC(=O)[C@@]1(Cc2ccc(OC)cc2)[C@H]2c3cc(C(=O)N4CCCC4)n(Cc4ccccn4)c3C[C@H]2CN1C(=O)c1ccccc1	-3.5%
CCOC(=O)CSc1nc2c(cnn2-c2ccc(C)cc2)c(=O)[nH]1	4.6%
CCOC(=O)C(NC(=O)C1CCCN1C(=O)OCc1ccccc1)C(=O)OCC (configuration not stated)	-1.0%
CCCn1c(=O)c2c(nc(Br)n2CCC)n(C)c1=O	13.1%
C=CCSc1nnc(-c2cc(Br)ccc2N)c(=O)[nH]1	12.3%
CC(C)NC(=O)NC(=O)CSc1ncc(C(F)(F)F)cc1Cl	-4.6%

Not all compounds are listed, so the mix of outcomes need not match the whole.
